AMA1 RON2 block: qHTS for Inhibitors of AMA1-RON; Towards Development of Antimalarial Drug Lead: Primary Screen. Plasmodium falciparum AMA1 (3D7) - RON2 peptide interaction. AlphaScreen AMA1-biotinylated RON2 peptide binding. Potency, µM (series often up to 58.2 µM), inactives show at the top dose activity change, negative = inhibition, actives largely listed as inhibitors. 360,000 tested, 0.2% active;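 further: 0% = vehicle wells and -100% = peptide control; nearly all actives have a fitted effect of over 45% in size; some results filed as inactive show a strong effect at the top dose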
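AMA1 (3D7) with his tag at 25 nM final met compounds first, then biotinylated RON2 peptide at 25 nM; detection used donor plus acceptor beads, 10 µg/mL apiece, read by AlphaScreen after 30 min at room temperature.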
TbPYK inhibitor: qHTS of Trypanosoma Brucei Inhibitors; pyruvate kinase (Trypanosoma brucei), Q57TT1; 410,000 tested, 0.12% active; AID 624173, 2012; Potency, µM (titrated, usually from 76.8 µM), for the others: top-dose activity, negative = inhibition, usual class: inhibitors; TbPYK enzyme, Kinase-Glo Plus ATP luminescence, 45 min; further: nearly all actives have a fitted effect of over 50% in size
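Enzyme and substrate buffer are dispensed first and compound is pin-transferred. ADP at 130 uM final then starts the reaction, which runs 45 min at room temperature. Detection reagent is added for 10 min before luminescence is imaged.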
* = called active by the depositor; u = inconclusive; [ ] = another dose, or the depositor's remark. The call rests on the fitted dose curve; in most records, active means well fitted curve in the direction sought with a large enough effect; inconclusive means small, poorly fitted or top-dose-only effect, or another doubt; inactive means no such curve, though single readings can be large; an effect the other way counts as inactive or inconclusive. Unless noted, on the % scale 0 is the no-effect control and ±100 the full control effect; potency means the concentration at half of the fitted maximal effect.

Compound	AMA1 RON2 block	TbPYK inhibitor
CC(CNC(=O)Cn1cnc2c(NCc3ccccc3)ncnc21)c1ccccc1 (stereo not given)	-3.6%	0.0%
Cc1ccc(C(=O)Nc2nc(-c3ccc4c(c3)OCCO4)cs2)o1	-5.6%	0.5%
O=C(O)c1ccc(N2C(=O)CSC2=S)cc1	3.9%	-3.3%
COc1ccccc1C(=O)NCC(=O)OCc1nnc(-c2ccccc2)o1	12.9%	-0.1%
CCOC(=O)c1c(-c2ccc(OC)cc2)oc2c1C(OC(C)=O)CCC2 (stereo not given)	-15.0%	1.3%
Cc1cccc(S(=O)C(c2ccccc2)c2ccccc2)c1 (stereo not given)	-1.1%	-1.6%
COc1ccc(S(=O)(=O)N2CCCCC2)cc1NC(=O)C1CC1(Cl)Cl (stereo not given)	-2.2%	-1.9%
Cc1nnc2c3ccccc3c(-c3ccccc3)nn12	2.9%	-3.0%
NC(=O)c1ccc(NC(=O)COC(=O)C2CCN(S(=O)(=O)c3cccs3)CC2)cc1	-1.1%	0.0%
Cc1ccc(-n2nnnc2-c2cccs2)cc1[N+](=O)[O-]	-7.5%	5.4%
CS(=O)(=O)N1CCN(c2ccccc2NC(=S)NC(=O)c2ccco2)CC1	21.7%	-1.8%
CCC[C@H]1CN(c2ccccc2)C(=O)[C@@H]1CC(=O)Nc1ccccc1	1.0%	0.9%
COc1ccc(NC(=O)C2(C)Cc3c(-c4ccc(C(N)=O)cc4)ccnc3O2)cn1 (stereo not given)	16.1%	6.6%
O=C1NCCN(CC2CCN(CCC3CCCC3)CC2)C1=O	-4.0%	-1.9%
COc1cccc(-c2ncn(CCc3ccccc3OC)c2C(C)C)c1	-24.4%	-11.6%
COC(=O)C1=C(c2cc3ccccc3o2)C[C@@H]2CC[C@H]1N2C(=O)NCCCOC(C)C	7.3%	-0.5%
COc1ccccc1CCC(=O)Nc1ccc2c(c1)c(=O)n(C)n2C	0.0%	2.5%
Nc1cc(N)c2c(c1)C(=O)c1ccccc1-2	u	0.0%
Cc1ccc(-n2c(=S)[nH]c3ccccc3c2=O)cc1F	156.7%[activator]	1.9%
CCOC(=O)c1ccc(NC(=O)c2nc[nH]c2C(=O)NC[C@H](C)O)cc1	121.7%[activator]	-0.2%
CSc1ccc(-c2cccc3nncn23)cc1	9.6%	-1.8%
CCCc1ccc(S(=O)(=O)N2CCN(C(=O)c3cc(C)on3)CC2)cc1	-4.2%	-12.4%
CSc1nc(N)c2cn[nH]c2n1	27.6%	-5.3%
Cc1cc(S(=O)(=O)Nc2ncnc3sccc23)ccc1F	-2.3%	-5.2%
COc1ccc([N+](=O)[O-])c(O)c1C(C)=O	10.7%	-4.6%

2 entries from above, with two lines to a compound.
Screens in order: AMA1 RON2 block	TbPYK inhibitor
- COC(=O)C1=C(c2cc3ccccc3o2)C[C@@H]2CC[C@H]1N2C(=O)NCCCOC(C)C
→ 7.3%	-0.5%
- COc1ccccc1CCC(=O)Nc1ccc2c(c1)c(=O)n(C)n2C
→ 0.0%	2.5%

Next section:
Compound	AMA1 RON2 block	TbPYK inhibitor
Cc1cccc(C)c1NC(=O)C1c2ccccc2OCC(=O)N1Cc1ccc2c(c1)OCO2 (stereo not given)	4.3%	1.6%
CC1C(C)N(C(=O)CCCl)c2ccccc2N1C(=O)CCCl (stereo not given)	12.5%	-1.8%
NC(=O)C1(NC2CCCCC2)CCN(Cc2ccccc2)CC1	-6.5%	6.7%
COc1ccc(N2C(=O)C(=O)N(c3ccc(OC)cc3)P2(=O)N(CCCl)CCCl)cc1	10.8%	2.0%
CCCCCCCCC(=O)O	0.1%	3.8%
CN1CCN(C(=O)c2ccc(S(=O)(=O)N(C)c3ccccc3)cc2)CC1	-4.3%	-12.1%
C[C@@H]1CN([C@H](C)CO)S(=O)(=O)c2ccc(C#Cc3ccccc3)cc2O[C@H]1CN(C)C(=O)Nc1ccc2c(c1)OCO2	u	-5.3%
CNC[C@H]1Oc2ccc(NC(=O)Nc3ccccc3)cc2CC(=O)N([C@H](C)CO)C[C@H]1C	7.2%	-8.8%
Cc1ccc(NC(=O)CN(C)C(=O)COc2ccc(Br)cc2)cc1	2.0%	6.0%
COc1cc(CN2C(=O)C(C)ON=C2c2ncccc2C)cc(OC)c1 (stereo not given)	19.1%	-10.4%
O=C(NCc1cccs1)c1ccc2sc(COCCO)nc2c1	0.4%	-4.5%
CCCNC(=O)c1cc(C2CCCCN2C(=O)c2ccc3ccccc3c2)on1 (stereo not given)	-5.1%	0.0%
CC(C)C[C@@H](CN1CCC[C@@H]1CN1C(=S)NC[C@@H]1Cc1ccc(O)cc1)N1C[C@H](Cc2ccc(O)cc2)N(CC2CCCCCC2)C1=S	5.0%	-1.0%
CC[C@@H](CC1CCCCC1)C(=O)N(Cc1ccccc1)c1ccccc1	32.3%	-6.3%
CC(C)NC(=O)Nc1ccc2c(c1)C(=O)N([C@@H](C)CO)C[C@@H](C)[C@@H](CN(C)S(=O)(=O)c1ccc(F)cc1)O2	11.8%	-3.0%
CC(C)c1nc(CNC(=O)CC2C(=O)NCCN2Cc2ccccc2)cs1 (stereo not given)	25.3%	6.5%
Nc1ccccc1C(=O)NN=Cc1cccnc1	29.8%	4.0%
Cc1nc(SCC(=O)Nc2c(C)n(C)n(-c3ccccc3)c2=O)[nH]c(=O)c1C	7.7%	-9.6%
CC(C)COC(=O)N(C)C[C@H]1OCc2cn(nn2)CCCC(=O)N([C@@H](C)CO)C[C@@H]1C	8.2%	1.5%
CC(Oc1ccc2c(-c3ccccc3)cc(=O)oc2c1)C(=O)NC(Cc1c[nH]c2ccccc12)C(=O)O (stereo not given)	-14.6%	3.2%
CCCCN(C=O)c1c(CC)nc2c(OCc3ccc(S(C)(=O)=O)cc3)cccn12	24.8%	-2.7%
O=C1NC[C@H](CCCCN2C[C@H](Cc3ccc(O)cc3)N(CCc3ccc(O)cc3)C(=O)C2=O)N(Cc2ccccc2)C1=O	3.3%	6.2%
COc1ccc(N2CCN(CC(=O)Nc3c(C)cccc3C)CC2)cc1	9.8%	-2.2%
CCOc1ccc(S(=O)(=O)Nc2cccc(C(=O)N3CCN(c4ccccn4)CC3)c2)cc1	-4.7%	-5.4%
COCCNC(=O)C1(C)CCCN(Cc2cn(C)c3ccccc23)C1 (stereo not given)	-7.1%	-2.8%
COc1cc(C(O)c2nc(-c3ccccc3OC)cs2)ccc1F (stereo not given)	-6.3%	-9.5%
C#CCOCCOCCOCCNc1nc(N2CCN(C(=O)C([C@@H](C)O)n3cc([C@@H](N)CCCCN)nn3)CC2)nc(N2CCN(C(=O)[C@H](CCCCN)n3cc([C@@H](N)[C@H](C)CC)nn3)CC2)n1 (stereo not given in full)	17.2%	5.8%
CN(CCc1ccccc1)C(=O)c1ccc(NC(=O)Cc2ccc(NC(=O)C3CCCN(C(=O)C4CCC4)C3)cc2)cc1 (stereo not given)	-4.6%	4.0%
CCc1nc2ccc(C(=O)NCc3ccccc3OC)cn2c1N(C)Cc1ccc(OC)cc1	-16.7%	-8.6%
Cc1onc(-c2ccccc2Cl)c1C(=O)O/N=C(\N)c1cccc([N+](=O)[O-])c1	-9.6%	-9.9%
CCN1C[C@@H]2[C@@H]3C(=O)N(Cc4ccccc4)C(=O)[C@@H]3[C@](C)(C1=O)N2C(=O)c1ccc(C(F)(F)F)cc1	10.7%	-8.1%
Cc1cnc(C(=O)OCC(=O)N2C(C)CCCC2C)cn1 (stereo not given)	-3.6%	5.3%
COc1cccc(CC(=O)Nc2ccc(S(=O)(=O)N3CCCCC3)cc2)c1	6.3%	-0.8%
COc1ccc(C(=O)c2ccc3oc(-c4ccc(OC)cc4)c(-c4ccc(O)cc4)c3c2)cc1	-0.8%	-7.9%
O=C(CSc1nccn1-c1cccc(F)c1)NC1CCCC1	-8.5%	1.8%
Cc1ccc(S(=O)(=O)N2CCCCC2)cc1NS(=O)(=O)c1ccccc1F	-7.2%	0.3%
CC(C)C[C@@H](CO)NC(=O)CC[C@H](NC(=O)OC(C)(C)C)C(=O)N(Cc1ccccc1)Cc1ccccc1	-1.9%	-3.9%
CCOc1ccccc1C(=O)NCCNC(=O)c1ccccc1OCC	-11.7%	-1.7%
O=C(NCCN1CCC(n2c(=O)[nH]c3ccccc32)CC1)c1cccc(F)c1	1.4%	3.2%
CC(=O)Nc1cccc(-c2ccnc3c2CC(C(=O)Nc2cccc(Oc4ccccc4)c2)O3)c1 (stereo not given)	-22.0%	-0.4%
CC(C)(C)OC(=O)N1CCCC(C(=O)Nc2ccc(C(=O)NC3CC3)cc2)C1 (stereo not given)	-1.1%	2.1%
CN(C)c1ccc(C=NNC(=O)c2cccnc2)cc1	18.1%	-5.0%
CC(Oc1cccc(Br)c1)C(=O)NNC(=O)CCS(=O)(=O)c1ccccc1 (stereo not given)	85.3%[activator]	0.0%
COc1ccc(NC(=O)c2cc(-c3cc(F)ccc3OC)n[nH]2)c(OC)c1	-21.7%	-2.6%
Cn1ccn(CCCCCCn2ccn(C)c2=S)c1=S	0.0%	u
CCOC(=O)c1cc(C)nnc1C(=O)OCC	-6.9%	-7.0%
Cc1cc(C(=O)N2CCC2(C)C(=O)NCCC#N)nn1C (stereo not given)	12.0%	-2.9%
O=C(CNC(=O)c1ccc(-c2ccccc2)cc1)Nc1cccc(CO)c1	-4.9%	5.2%
CCC(c1ccc(O)c(O)c1)C(CC)c1ccc(O)c(O)c1 (stereo not given)	25.1µM*	-25.6%
Cc1c(Cl)cnc(NC(=O)COC(=O)CNC(=O)c2ccccc2)c1Cl	-2.8%	-2.6%

Continued.
Compound	AMA1 RON2 block	TbPYK inhibitor
O=C1C(=O)c2c(ccc3ccccc23)-c2ccccc21	-16.0%	-1.9%
Cc1c(C(=O)NCc2ccc(C#N)cc2)sc(=O)n1Cc1ccccn1	-0.6%	-5.2%
C[C@H]1CN([C@@H](C)CO)S(=O)(=O)c2ccc(Br)cc2O[C@H]1CN(C)S(=O)(=O)c1ccccc1F	-2.1%	6.0%
CCCNC(=O)C1(C)CCN(C(=O)c2cccc(C(F)(F)F)c2)C1 (stereo not given)	20.9%	-3.9%
CCOc1ccccc1NC(=O)COc1cccnc1[N+](=O)[O-]	-5.0%	9.8%
Cc1ccc(S(=O)(=O)N(C)c2ccc(OCC(=O)Nc3cc(C(=O)O)ccc3Cl)cc2)cc1	1.6%	-4.0%
CC(C)C1C(=O)N(Cc2cn(CCC3OCCO3)nn2)CCS(=O)(=O)N1Cc1ccc(-c2ccccc2Cl)cc1 (stereo not given)	-14.1%	-8.7%
Cc1cc(S(=O)(=O)NC[C@H]2O[C@@H](n3ccc(N)nc3=O)[C@H](O)[C@@H]2O)c(C)s1	9.0%	-4.3%
COc1ccc([N+](=O)[O-])cc1NC(=O)COC(=O)C12CC3CC(CC(O)(C3)C1)C2	0.5%	-3.0%
O=C(OCCc1ccccn1)c1cccc([N+](=O)[O-])c1	5.0%	0.0%
CC(C)(C)NS(=O)(=O)c1cccc2nsnc12	4.4%	0.0%
Cn1c(=O)c2c(-c3ccccc3)n(-c3cc([N+](=O)[O-])ccc3N)cc2n(C)c1=O	1.0%	-4.0%
O=C1NC[C@@H](CCCCN2C[C@H](Cc3ccc(O)cc3)N(Cc3ccccc3)C(=O)C2=O)N(Cc2ccccc2)C1=O	-0.2%	-2.5%
O=C(NCCc1ccccc1)[C@@H]1CC=C[C@@H]2CCN(C3CCCCC3)C(=O)[C@@H]21	0.7%	0.2%
CC1CCCCC1NC(=O)CCCN1C(=O)c2ccccc2C1=O (stereo not given)	4.4%	-12.0%
Cc1ccc(S(=O)(=O)N2[C@@H](c3cccc(C)c3)C(C(=O)O)=C[C@H]2C(C)(C)C)cc1	9.3%	-1.3%
CCOC(=O)[C@]12CCCC=C1N(Cc1ccc(Cl)cc1Cl)C(=O)[C@H](CC(=O)NCC13CC4CC(CC(C4)C1)C3)C2	-1.5%	-1.3%
CCOC(=O)C1(c2ccccc2)CCN(CC(O)c2ccc(NC(C)=O)cc2)CC1 (stereo not given)	0.0%	-0.8%
CCC(C(N)=O)N1C(=O)C2C3CCC(C3)C2C1=O (stereo not given)	11.6%	4.1%
COc1cc(Cl)c(CNC[C@H]2O[C@@H](n3cnc4c(N)ncnc43)[C@H](O)[C@@H]2O)c(Cl)c1O	6.6%	-27.1%
COC(=O)C1CCN(C(=O)C2CC(=O)N(c3ccc(C)c(Cl)c3)C2)CC1 (stereo not given)	-10.2%	-10.5%
COc1ccc(CN(C)C(=O)[C@H]2O[C@@H](n3ccc(=O)[nH]c3=O)[C@H](O)[C@@H]2O)cc1OC	12.9%	-3.6%
NC(=O)C1(N2CCCCC2)CCN(S(=O)(=O)c2ccccc2)CC1	-9.8%	-4.3%
COc1ccccc1N(CC(=O)NC1CCCCC1C)S(=O)(=O)c1cccs1 (stereo not given)	11.3%	1.0%

Screening results (PubChem BioAssay)

Not all compounds are listed (hit frequency here may not be typical).
